# Assay outcomes from PubChem BioAssay.
# hcGAS lum – human cGAS inhibition. inhibition, % at 12.5 µM. recombinant h-cGAS, ATP depletion, Kinase-Glo luminescence. 0.081% of 290,000 active;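 note: 0% = vehicle reaction and 100% = reaction without DNA for no activity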
# Target sequence (Q8N884 whole entry, looked up): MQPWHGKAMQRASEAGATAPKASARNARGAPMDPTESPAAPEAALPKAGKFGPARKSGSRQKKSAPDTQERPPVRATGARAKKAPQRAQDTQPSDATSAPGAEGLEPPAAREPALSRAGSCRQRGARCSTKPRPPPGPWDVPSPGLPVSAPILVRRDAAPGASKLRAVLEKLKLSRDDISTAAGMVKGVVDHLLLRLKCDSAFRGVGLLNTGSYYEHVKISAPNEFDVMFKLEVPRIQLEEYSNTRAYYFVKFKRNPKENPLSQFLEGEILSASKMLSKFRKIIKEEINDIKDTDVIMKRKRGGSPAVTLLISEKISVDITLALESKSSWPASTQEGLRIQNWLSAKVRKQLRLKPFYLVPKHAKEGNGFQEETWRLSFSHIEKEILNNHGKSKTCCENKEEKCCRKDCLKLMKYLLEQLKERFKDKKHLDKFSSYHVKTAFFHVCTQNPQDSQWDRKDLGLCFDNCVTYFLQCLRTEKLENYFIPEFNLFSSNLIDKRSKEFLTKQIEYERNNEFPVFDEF
# NPYLR7 agonist – activates Aedes aegypti NPYLR7 receptor. HEK293T NPYLR7/Galpha15, GCaMP6s calcium fluorescence. activation, % at 10 µM. 0.15% of 270,000 active. AID 1259423; in the data active = activation above about 40%;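 note: 0% = vehicle and 100% = reference agonist at the receptor; some compounds past the cut are filed as inactive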
# mcGAS inh – mouse cGAS inhibition by luminescence; Q8C6L5; 0.15% of 160,000 active; recombinant cGAS, Kinase-Glo ATP depletion luminescence; inhibition, % at 12.5 µM;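 note: 0% = negative control wells and 100% = reference inhibitor with no enzyme activity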
# An asterisk follows results filed as active; nt = no result given; & = joins results of further samples. Cut-off read from the data, not from the text of the source, unless noted: active = inhibition above about 40%; inactive = the rest.
# Order of results: hcGAS lum | NPYLR7 agonist | mcGAS inh
- NS(=O)(=O)c1cc2c(cc1Cl)NCNS2(=O)=O
    -1.9&-1.2&-8.1&-2.5&-0.9 | -2.8&-0.8&1.1&0.7&-5.8 | -5.7&-3.3&-1.8
- O=C1CC2(CCCC2)C(=O)N1CN1CCCC1c1nnc2n1CCCCC2 (centres undefined)
    1.1 | 0.2 | nt
- COCCCn1ccnc1-c1cccc2ccccc12
    -3.8 | 2.3 | nt
- CCCOc1ccc2c(c1)OCC(C(=O)NC(C)Cn1ccnc1)=C2 (centres undefined)
    2.2 | 0.5 | nt
- O=C(Cc1ccc2c(c1)OCO2)N1CCCC(CO)(CCOc2ccccc2)C1 (centres undefined)
    -4.5 | 5.8 | nt
- O=C(c1cccc(F)c1)N1CCSC1c1cccc(Cl)c1 (centres undefined)
    -6.2 | -7.1 | -3.8
- CCn1nnc2c(SCC(=O)N3CCCCCC3)ncnc21
    -4.6 | 1.4 | nt
- FC(F)(F)c1cc(Nc2ncnc3sccc23)ccc1Br
    2.5 | -3.0 | nt
- COc1cccc2sc(N(Cc3cccnc3)C(=O)CCS(=O)(=O)c3ccccc3)nc12
    -4.2 | -6.6 | -6.4
- O=c1[nH]nnn1-c1ccccc1Cl
    -2.4 | 6.0 | nt
- COC(=O)Cn1cc(NC(=O)Cc2ccc(Br)cc2)cn1
    -3.8 | -5.1 | -10.3
- c1ccc2sc(N3CCCN(c4ncnc5c4CCNC5)CC3)nc2c1
    -3.1 | -1.7 | -8.1
- COc1ccc(S(=O)(=O)NCCNc2ccc(Nc3ccncc3)nn2)cc1
    -9.3 | 11.7 | nt
- CSc1ccccc1NC(=O)c1c(Br)cnn1C
    -7.6 | -10.3 | -5.0
- COc1ccc(CN(CCN2CCOCC2)CC(O)COCc2ccco2)cc1 (centres undefined)
    -6.2 | -3.9 | -5.8
- Cc1ccc(S(=O)(=O)N2CCN(Cn3ncsc3=S)CC2)cc1C
    -4.2 | 4.0 | nt
- CCc1cc(C(C)NC(=O)c2ccc(-n3cnnc3)cc2)on1 (centres undefined)
    0.2 | 15.2 | -12.1
- CC1CCCN(Cc2nc3c(c(=O)n(C)c(=O)n3C)n2Cc2c(F)cccc2Cl)C1 (centres undefined)
    -2.9 | 4.0 | nt
- Cc1nnsc1CNC(=O)CSCc1ccccc1Cl
    -6.8 | 20.1 | -11.4
- CCCn1cc(C(=O)N2CCN(c3ccc(OC)cc3)CC2)c2nn(-c3ccccc3)c(=O)c-2c1
    -2.5 | 27.3 | -6.6
- CCOC(=O)CC1C(=O)NCCN1C(=O)C=Cc1cc(Br)ccc1OC (centres undefined)
    -7.3 | -8.3 | 0.1
- CCN(CC)S(=O)(=O)c1ccc2c(c1)nc(SC(C)C(C)=O)n2C(C)C (centres undefined)
    6.0 | 3.8 | 2.4
- O=C(c1cn(CCN2CCOCC2)nn1)N1CCCCC1c1ccccn1 (centres undefined)
    -6.3 | 2.4 | -9.2
- Cn1cc(C2CC2C(=O)NS(=O)(=O)c2cccc(C#N)c2)cn1 (centres undefined)
    -7.9 | 10.2 | nt
- Cc1cnc(C(=O)N2CCC(c3cc(-c4ccccc4Cl)n[nH]3)CC2)cn1
    -3.0 | 2.4 | nt
- CN(C(=O)c1ccccc1)C1(C)CCS(=O)(=O)C1 (centres undefined)
    -5.0 | 12.2 | -7.8
- COCCNc1ncccc1-c1noc([C@@H]2CCCN2Cc2ccc(OC)cc2O)n1
    -6.9 | -7.1 | -7.5
- Cc1ccc(CC(=O)NCCc2cc(F)cc3c2OCOC3)cc1
    -14.2 | -0.4 | nt
- Cc1cc(SCC(=O)NCCc2ccccc2)nc(=O)[nH]1
    -2.9 | -0.5 | -5.5
- O=C(NCc1nnnn1C1CCCCC1)Nc1ccc(Cl)cc1
    -8.1 | 2.8 | nt
- O=C(Nc1nnc(C2CC2)s1)c1ccc(F)cc1Br
    -3.3 | -1.5 | nt
- CCOC(=O)c1c(NC(=O)c2nc3ccccc3s2)sc2c1CCN(C(=O)OCC)C2
    -9.3 | 2.6 | nt
- CS(=O)(=O)Oc1ccc(CNCC2CCCO2)cc1 (centres undefined)
    -5.4 | 14.0 | nt
- Cc1nc(C(=O)NCC(O)c2ccccc2)cs1 (centres undefined)
    -6.1 | -7.7 | -3.8
- Cc1cc(-c2ccc(NC3=NCCCS3)cc2)nc2ccccc12
    -4.1 | 8.6 | nt
- Cc1cc(C)n(C2CCN(Cc3ccc(Sc4nncn4C)o3)C2)n1 (centres undefined)
    -4.7 | -2.0 | nt
- Cc1cc(C2CCC2)nc(N[C@H]2C[C@@H]3OCC[C@H]23)n1
    -8.7 | nt | -4.5
- CC(C)C1CN(Cc2nccs2)CCC(=O)N1Cc1ccc(F)cc1 (centres undefined)
    -4.0 | 8.2 | nt
- CCCn1c(N)c(C(=O)CSc2ccccn2)c(=O)[nH]c1=O
    -5.9 | 9.9 | nt
- Cc1ccc2cc(C3(O)CCN(C(=O)C4CCOC4)CC3)ccc2n1 (centres undefined)
    -8.3 | -1.1 | nt
- COc1ccc(-n2ccnc2CN2CCCC(Cn3ccnc3)C2)cc1 (centres undefined)
    -3.2 | -7.1 | -2.4
- COc1ccc(S(=O)(=O)N2CCC(C(NC(=O)c3cccc(OC)c3)C(=O)NCc3ccco3)CC2)cc1 (centres undefined)
    3.3 | -5.2 | -0.5
- CCn1c2c(=O)[nH]c(=O)n(C)c2n2c(-c3cc(Br)ccc3OC)nnc12
    -2.4 | 6.1 | nt
- CCc1nc2c(OCCC3CCCCC3)cccn2c1N(C)C(=O)c1ccco1
    -4.3 | 6.4 | -2.6
- c1ccc(-c2nnc3ccc(N4CCCC4)nn23)cc1
    -0.5 | 11.4 | -2.6
- O=C(NS(=O)(=O)C1CCCC1)c1ccc(F)c(F)c1
    -8.2 | -1.4 | nt
- C=CCOC(CN1CCN(C(=O)C(CC)c2ccccc2)CC1)c1cccc(OC)c1 (centres undefined)
    -3.4 | nt | 2.2
- C=C(C)CN1CCC(NC(=O)Nc2ccc(N(C)C)nc2)CC1
    -7.5 | -5.7 | -15.5
- CC(C)CC(NC(=O)C(C)N1C(=O)c2ccccc2C1=O)c1cccs1 (centres undefined)
    -9.6 | 0.3 | nt
- Cc1sc2nc(C(C)OC(=O)C3CC3C)[nH]c(=O)c2c1C (centres undefined)
    -7.7 | 0.6 | nt
- CCOc1ccc(OCC(=O)Nn2cnc3c(cnn3-c3ccc(C)c(C)c3)c2=O)cc1
    -12.4 | -0.6 | nt
- Cc1cc(Cl)c2oc(C(=O)N(Cc3c(C)nn(C)c3C)C3CC3)c(C)c2c1
    2.0 | 10.0 | -4.2
- CC(C)(C)CNC(=O)c1ccc(C(=O)NCC#N)cc1
    -0.3 | -9.4 | 3.6
- O=C(Sc1nccc(=O)[nH]1)c1ccc(Cl)cc1
    -8.7&-0.9 | -23.7 | nt
- COc1ccc(S(=O)(=O)N2CCCC(C(=O)NCC(=O)NC(C)C)C2)cc1 (centres undefined)
    -4.7 | 10.2 | nt
- Cc1ccc2c(c1)C1(SC(C)(C)CN1C(=O)c1cccc(Cl)c1)C(=O)N2Cc1ccc(F)cc1 (centres undefined)
    -1.3 | -0.4 | -3.6
- O=C1c2cccc3c(Cl)ccc(c23)C(=O)N1CCO
    -7.4 | -0.3 | -3.3
- COc1ccc(-c2nn(-c3cc(C)ccc3C)c(OC(C)=O)c2-c2ccc(N)cc2)c(OC)c1
    -0.9 | 35.3 | nt
- Cc1ccccc1C(O)CNC(=O)NCc1sccc1C (centres undefined)
    6.5 | -3.7 | nt
- CC1CCC2(CC1)NC(=O)N(CC(=O)NCCN1C(=O)SC(=Cc3ccccc3)C1=O)C2=O (centres undefined)
    -0.6 | 4.0 | nt

# Additional structures follow.
# Order of results: hcGAS lum | NPYLR7 agonist | mcGAS inh
- CC(C)(C)c1ccc(CCC(=O)N2CCN(C(=O)c3ccc(O)cc3)CC2)cc1
    -5.0 | 9.5 | -5.8
- CSCC(=O)N(CCN1CCCCC1)CC1CCCN(C2CCCC2)C1 (centres undefined)
    -2.0 | -1.0 | -3.3
- CC(C)(C)c1ccc(OCCSc2nc3ccccc3n2CC(=O)O)cc1
    -6.3 | -7.9 | -5.1
- Cc1cccc(N2CCN(CCCNc3cnn(C)c(=O)c3Cl)CC2)c1
    -14.3 | -9.4 | nt
- c1ccc(CCc2noc(CN3CCOCC3)n2)cc1
    -9.4 | 16.4 | -13.2
- COC(=O)[C@@H]1C[C@@H](O)CN1Cc1cn[nH]c1-c1ccc(F)cc1
    -9.7 | nt | -12.1
- COc1ccccc1CNC(=O)C(=O)Nc1cc2c3c(c1)C(C)C(=O)N3CCC2 (centres undefined)
    -2.5 | 5.2 | nt
- Cc1ccc(N=Cc2nc(-c3cccc4ccccc34)oc2O)c(Br)c1
    -3.9 | -2.9 | nt
- CC(c1ccccc1)N(Cc1cc(NC(=O)C2CCC2)ccc1N(C)C)C(=O)Cc1cccs1 (centres undefined)
    -2.4 | 0.2 | -5.6
- CCN(CCC(F)(F)F)C(=O)NCc1ccc(CS(C)(=O)=O)cc1
    -8.2 | 0.4 | nt
- CSc1ccc(COc2coc(CN3CCCN(C(=O)C45CC[C@@](C)(C(=O)O4)C5(C)C)CC3)cc2=O)cc1
    -6.6 | 26.7 | -6.3
- CCCCCCCC(=O)Nc1c(-c2ccc(C)cc2)nc2cc(C)ccn12
    -3.2 | -3.7 | -6.0
- CN(C)c1cc(N/N=C/c2ccccc2)nc(N(C)C)n1
    -9.3 | 4.5 | -6.2
- COc1ccccc1NS(=O)(=O)c1ccc(Cl)c(C(=O)Nc2ccccc2C)c1
    -1.4 | -4.6 | -4.4
- COc1ccc(-c2[nH]ncc2CN2CCC(Oc3cccnc3)CC2)c(OC)c1
    -7.2 | 1.7 | nt
- O=C(CC1CCN(S(=O)(=O)c2cccs2)CC1)N1CCN(C2CCCCC2)CC1
    -10.5 | nt | -4.4
- COc1ccc(-n2ccc3nc(N4CCCCC4)ncc3c2=O)cc1
    -3.0 | 4.2 | nt
- CN(C(=O)OC(C)(C)C)C1CCN(CC(O)c2ccccc2)CC1 (centres undefined)
    -18.3 | 5.7 | nt
- CCOC(=O)c1cnc(-c2ccc(OC)c(OC)c2)nc1NCc1cc(F)cc(F)c1
    -4.9 | -4.7 | -7.0
- C=CCN(Cc1ccco1)Cc1c(C)cc(C)c(CO)c1C
    -5.6 | 3.5 | nt
- Cc1ccc(C2(O)C[n+]3ccccc3N2C2CCCCC2)cc1 (centres undefined)
    -2.0&-5.4 | 24.0&-10.9 | -14.6
- CCOC(=O)c1c(N)sc2c1CC(C)(C)OC2
    -7.3 | 13.5 | nt
- O=C(NCCC(=O)N1CCOCC1)c1ccc2ccccc2c1
    -0.1 | 2.9 | nt
- C=CCOc1ccccc1CN1CCN(C)C(=O)C1C (centres undefined)
    -3.8 | nt | -11.5
- Fc1ccc(-c2[nH]ncc2CNCC2(Cn3cccn3)CC2)cc1
    -6.0 | 0.3 | -8.9
- Cc1ccc(-c2c(NC(C)(C)C)c(=O)c2=O)cc1C
    -6.5 | 7.5 | nt
- Cc1nn(S(=O)(=O)c2ccc(F)cc2)c(C)c1S(=O)(=O)N1CCCCC1
    -8.0 | 3.2 | nt
- Cc1ccccc1Cn1nc(-c2ccccc2)ccc1=O
    -7.8 | 12.5 | nt
- COc1ccccc1-c1cc(C(=O)NC(C)c2ccccc2)nc2cc(C(C)(C)C)nn12 (centres undefined)
    -8.3 | 5.7 | -6.7
- Cc1cccc(C(=O)N(Cc2cc(NC(=O)C3CCC3)ccc2N(C)C)CC2CC2)c1
    -1.4 | 22.9 | -5.9
- CC(C)CN(Cc1cnn(C)c1)C(=O)c1cc(F)c(F)cc1Cl
    -0.7 | 2.6 | -5.9
- Cc1cc(NC(=O)CSCCOc2cccc(Br)c2)no1
    -2.4 | 6.9 | nt
- CCOC(=O)c1cc(C)nn1C1CCN(C(=O)c2cccc(Cl)c2)CC1
    4.5 | 4.2 | 2.4
- O=C(CNC(=O)c1ccc2ccccc2n1)NC1CCCCC1
    -14.4 | 6.5 | nt
- COC(=O)c1cccc(NC(=O)C23CC4CC(C2)CC(C(=O)Nc2cccc(C(=O)OC)c2)(C4)C3)c1
    -1.1 | -4.7 | -5.0
- Cc1ccc(CN(CCc2ccccc2)C(=O)CN(Cc2ccco2)C(=O)c2cccs2)o1
    6.3 | 2.8 | 0.6
- COCCNC(=O)CN1CN(c2ccccc2)C2(CCN(S(=O)(=O)c3ccc(F)cc3)CC2)C1=O
    -2.0 | 4.6 | -5.6
- CC(C)N(C(=O)C(C)S(=O)(=O)c1ccc2ccccc2n1)C(C)C (centres undefined)
    -10.0 | 6.6 | -14.9
- COc1cccc(C2=NN(C(=O)CN3CCC4(CC3)OCCO4)C(c3ccccc3OC)C2)c1 (centres undefined)
    -4.5 | 6.3 | -4.0
- COCc1cc(C)nc(OCC(=O)N/N=C\c2cc(Br)c(O)c(OC)c2)c1C#N
    -2.9 | -1.0 | -1.6
- CCC(C)OC(=O)C1=C(C)NC2=C(C(=O)CC(c3ccc(Cl)cc3)C2)C1c1ccccc1OC (centres undefined)
    -4.2 | 12.9 | -5.4
- Cc1ccccc1CO[C@]1(C(=O)NC(C)C)CC(OCc2ccc(F)cc2)[C@@H]2OC(C)(C)O[C@@H]2C1 (some centres undefined)
    -1.4 | 2.5 | -2.7
- Cc1nc(CSc2cn[nH]n2)nc2ccccc12
    -8.8 | 2.3 | -13.4

# Four structures already listed, arranged by SMILES length, smallest number first:
# Order of results: hcGAS lum | NPYLR7 agonist | mcGAS inh
- O=C(NCCC(=O)N1CCOCC1)c1ccc2ccccc2c1
    -0.1 | 2.9 | nt
- CSCC(=O)N(CCN1CCCCC1)CC1CCCN(C2CCCC2)C1 (centres undefined)
    -2.0 | -1.0 | -3.3
- CC(C)CN(Cc1cnn(C)c1)C(=O)c1cc(F)c(F)cc1Cl
    -0.7 | 2.6 | -5.9
- COc1ccc(S(=O)(=O)NCCNc2ccc(Nc3ccncc3)nn2)cc1
    -9.3 | 11.7 | nt
